Screening data from PubChem.
FLuc inh – Firefly luciferase inhibition profiling of diverse chemical library using quantitative high-throughput screening; Luciferin 4-monooxygenase (Photinus pyralis), P08659; purified P. pyralis luciferase, luminescence, biochemical; Potency, µM (series often up to 115 µM), inactives show top-dose activity change, negative = inhibition, hits mostly inhibitors; 76,000 tested, 2.5% active; AID 1347043, 2019; also: potency is read from the fitted curve at half-maximal effect; nearly all actives have a fitted effect of over 65% in size
Target sequence (P08659 whole entry, looked up): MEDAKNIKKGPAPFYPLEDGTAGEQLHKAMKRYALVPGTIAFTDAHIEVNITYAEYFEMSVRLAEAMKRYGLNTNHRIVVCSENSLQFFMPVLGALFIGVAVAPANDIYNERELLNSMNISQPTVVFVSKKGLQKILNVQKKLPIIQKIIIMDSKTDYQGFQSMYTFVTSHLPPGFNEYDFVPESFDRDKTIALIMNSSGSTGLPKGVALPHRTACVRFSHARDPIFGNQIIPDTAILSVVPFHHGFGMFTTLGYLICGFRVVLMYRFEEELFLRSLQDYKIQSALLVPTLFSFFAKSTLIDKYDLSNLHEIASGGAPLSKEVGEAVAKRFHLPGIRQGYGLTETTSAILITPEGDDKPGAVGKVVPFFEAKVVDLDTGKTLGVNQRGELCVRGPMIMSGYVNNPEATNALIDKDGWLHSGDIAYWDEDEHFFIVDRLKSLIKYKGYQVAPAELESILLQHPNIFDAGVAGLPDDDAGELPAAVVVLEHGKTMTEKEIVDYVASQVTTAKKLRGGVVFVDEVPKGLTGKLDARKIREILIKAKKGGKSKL
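Cell-free enzyme assay, 10nM P. pyralis luciferase, luciferin and ATP each at 10uM. Inhibition profiled over a 6-point titration, read as luminescence.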
SNCA expr inhib – Primary qHTS assay for inhibitors of alpha-synuclein gene (SNCA) expression | HEK-293 SNCA-luciferase knock-in, luminescence, 24 h | 140,000 tested, 0.17% active | AID 1671194, 2021 | Potency, µM (doses to about 57.2 µM), inactives show at the top dose activity change, negative = inhibition, actives largely listed as inhibitors;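 also: potency is read from the fitted curve at half-maximal effect; plate controls were DMSO cells for no effect and cell-free wells for full effect; nearly all actives have a fitted effect of over 45% in size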
HEK cytotox – Cytotoxic Profiling in HEK 293 Cell Line of Diverse Libraries Using Quantitative High-Throughput Screening; HEK 293 viability, ATP luminescence (CellTiter-Glo), 48-72 h; Potency, µM (top dose mostly 115 µM), for inactives: at the highest dose activity change, negative = cytotoxicity, actives largely listed as inhibitors; AID 1345083, 2018; 94,000 tested, 6.6% active; also: potency is read from the fitted curve at half-maximal effect; nearly all actives have a fitted effect of over 60% in size
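Viability of HEK 293 cells, plated at 250 cells/well, was judged by cellular ATP after compound treatment for 48 or 72 hr. Luminescence was imaged 10 min after CellTiter-Glo addition at room temperature.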
IP6K1 inh – Primary qHTS assay for small molecule inhibitors of Inositol hexaphosphate kinase 1 (IP6K1); Inositol hexakisphosphate kinase 1 (Homo sapiens), Q92551; IP6K1 kinase, ADP-Glo luminescence, 2 h; stronger effect = lower value; activity change, % (series mostly up to about 58 µM); 140,000 tested, 0.81% active; in the data active = activity change below about -25%
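ADP-Glo luminescence measures ADP made by human IP6K1 during a 2 h RT reaction with ATP/IP6 (mix at 1.3 mM/130 uM); top library doses 57.5 and 19.1 uM final.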
HEK293 viab – GF-AFC viability counterscreen for inhibitors of alpha-synuclein gene (SNCA) expression. HEK-293-SNCA-luc viability, GF-AFC fluorescence, 24 h. Potency, µM (doses to about 57.1 µM), for the others: at the top dose activity change, negative = cytotoxicity, actives largely listed as cytotoxic. 150,000 tested, 0.12% active. AID 1671193, 2021;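 also: potency is read from the fitted curve at half-maximal effect; 0% = DMSO-treated cells and -100% = medium-only wells without cells; nearly all actives have a fitted effect of over 30% in size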
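HEK-293-SNCA-luc cells (1500/well) plated 24 h, then exposed 24 h to a dilution series; GF-AFC added 30 min at 37C, fluorescence 405/540 nm; normalised to medium-only and DMSO wells, Hill fit.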
NIH3T3 tox – Cytotoxic Profiling in NIH 3T3 Cell Line of Diverse Libraries Using Quantitative High-Throughput Screening. 94,000 tested, 4.3% active. AID 1345082, 2018. Potency, µM (doses to about 96.7 µM), for the others: top-dose activity change, negative = cytotoxicity, hits mostly inhibitors. NIH 3T3 viability, CellTiter-Glo ATP luminescence, 48-72 h; also: potency is read from the fitted curve at half-maximal effect; nearly all actives have a fitted effect of over 55% in size
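Cytotoxicity was measured by CellTiter-Glo ATP luminescence after 48 or 72 h compound exposure at 37 °C. Mouse NIH 3T3 fibroblasts were seeded at 400 cells/well and dosed by 23 nL pin transfer.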
GPT2 inhibitor – Primary qHTS assay for inhibitors of Glutamate pyruvate transaminase 2 (GPT2) | Potency, µM (series often up to 57.7 µM), without a hit: at the highest dose activity change, negative = inhibition, actives largely listed as inhibitors | 100,000 tested, 0.25% active | Recombinant GPT2, coupled pyruvate oxidase/HRP Amplex Red fluorescence | Alanine aminotransferase 2 (Homo sapiens), Q8TD30; also: potency is read from the fitted curve at half-maximal effect; nearly all actives have a fitted effect of over 60% in size; many of its hits are not listed in these tables
Target sequence (Q8TD30 whole entry, looked up): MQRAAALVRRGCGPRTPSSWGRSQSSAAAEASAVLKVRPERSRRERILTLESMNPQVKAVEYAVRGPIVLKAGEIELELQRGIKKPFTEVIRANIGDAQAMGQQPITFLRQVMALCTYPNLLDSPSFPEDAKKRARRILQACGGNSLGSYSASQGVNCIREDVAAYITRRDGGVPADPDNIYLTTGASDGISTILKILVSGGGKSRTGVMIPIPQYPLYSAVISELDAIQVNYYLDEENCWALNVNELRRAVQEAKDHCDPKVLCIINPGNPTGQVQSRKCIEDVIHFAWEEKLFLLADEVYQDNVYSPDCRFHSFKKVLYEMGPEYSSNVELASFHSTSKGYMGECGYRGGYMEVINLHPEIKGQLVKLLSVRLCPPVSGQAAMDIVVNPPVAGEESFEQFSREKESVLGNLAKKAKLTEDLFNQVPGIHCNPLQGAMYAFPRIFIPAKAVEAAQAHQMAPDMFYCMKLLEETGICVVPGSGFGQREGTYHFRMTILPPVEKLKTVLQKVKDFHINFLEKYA
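Fluorescence read-out: pyruvate from GPT2 turnover coupled to pyruvate oxidase, HRP and Amplex Red (0.2mM ThPP, 0.2U/mL PO and HRP, 50uM Amplex final). Substrates 250uM a-KG, 2mM L-alanine; enzyme 10ng/uL; 30 min RT.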
Active calls of the source: *; i = inactive; ? = inconclusive; . = no result given; & = joins results of further samples; [ ] = dose if it differs, or a comment. Unless noted, calls follow the shape of the dose curve; as a rule, active = well fitted curve in the direction sought with a large enough effect; inconclusive = small, poorly fitted or top-dose-only effect, or another doubt; inactive = no such curve, though single readings can be large; an effect the other way counts as inactive or inconclusive. Unless noted, % is scaled to controls: 0 for no effect and ±100 for the full control effect.

Second line of a record: FLuc inh, SNCA expr inhib, HEK cytotox, IP6K1 inh, HEK293 viab, NIH3T3 tox, GPT2 inhibitor
CN(Cc1ccccc1)Cc1cc(CC2(NCc3cccnc3)COC2)no1
 : -3%[172 µM], -6%[87.6 µM], -12%[172 µM], 8, 2%[87.6 µM], -16%[138 µM], 0%[88.5 µM]
COc1ccc(OC)c(NC(=O)c2cnc(N3CCCC3)nc2C)c1
 : ., -4%, ., 15, 11%, ., .
CN1CCC(N2CCC[C@@H](O)[C@H](NC(=O)c3ccc(OCc4ccccc4)cc3)C2)CC1
 : -15%, 8%, 79µM*, 10, -3%, ?, 2%
CCOC(=O)c1c(C)[nH]c(CCC(=O)Nc2cc(C)ccc2OC)c1C
 : ., -8%, ., 23, 2%, ., .
CCOc1cc(-c2nccn2CCNc2cccnc2)ccc1O
 : -1%, -17%, -1%, 10, 0%, -13%, -11%
CNc1cc(C)nc(N2C[C@H](NC(=O)C3CCOCC3)[C@@H](C3CC3)C2)n1
 : -7%, ?, -3%, 0, -5%, i, -9%
CCCC(=O)Nc1ccccc1OCc1cc(=O)n2cc(C)ccc2n1
 : ., 1%, ., -5, -20%, ., .
O=C(Cn1nc2n(c1=O)CCCC2)Nc1ccc(Br)cc1
 : 0%, 7%, ?, -3, -1%, -3%, -2%
COCCc1nncn1C1CCN(S(=O)(=O)c2ccc(F)cc2)CC1
 : -3%, -4%, 1%, 0, 12%, i, i
O=C1CC(c2ccccc2)N(C(=O)CNC(=O)C2CCC2)CCCCCCN1 (centres undefined)
 : -15%, -28%, -19%, -1, -9%, -25%, i

The closing two compounds of the section before open the next one.
Second line of a record: FLuc inh, SNCA expr inhib, HEK cytotox, IP6K1 inh, HEK293 viab, NIH3T3 tox, GPT2 inhibitor
COCCc1nncn1C1CCN(S(=O)(=O)c2ccc(F)cc2)CC1
 : -3%, -4%, 1%, 0, 12%, i, i
O=C1CC(c2ccccc2)N(C(=O)CNC(=O)C2CCC2)CCCCCCN1 (centres undefined)
 : -15%, -28%, -19%, -1, -9%, -25%, i
CCN(C(=O)Cn1nc(Cc2ccncc2)c2ccccc2c1=O)c1ccc(OC)cc1
 : ., -7%, ., 28, 8%, ., .
CCOC(=O)c1ccccc1NC(=O)N1CCC(CN2CCCCC2)CC1
 : ., 7%, ., 2, -11%, ., .
CCc1nn(CCCC(=O)NCc2ccc(C)cc2)c(=O)c2cc3occc3n12
 : ., 8%, ., -10, -1%, ., .
COc1ccc(C(=O)N[C@@H]2CCC[C@@H]2C(=O)NC2CCCC2)cc1
 : -8%, ?, 5%, 1, ?, -13%, 0%
O=C(NCc1ccc(F)c(F)c1)c1nc2sccn2c1-c1ccccc1
 : ., 25%, ?, 20, 1%, ?, i
Cc1cccc(NC(=O)c2sc3nc(-c4cc5ccc(O)cc5oc4=O)[nH]c(=O)c3c2C)c1
 : ., 15%, ., -7, ?, ., .
COc1ccc(CCC(=O)NC2CC(=O)N(c3ccc(C)cc3)C2)cc1 (centres undefined)
 : ., 22%, ., -2, -8%, ., .
COc1ccc(NS(=O)(=O)c2ccc3[nH]c(=O)ccc3c2)cc1OC
 : ., 41%[activator], ., 5, 4%, ., .
Cc1cnn(CCC(=O)N2CCc3nn(CC#N)c(=O)n3CC2)c1
 : 6%, 8%, -9%, 4, 5%, -6%, i
O=C(C1CCC1)N1CCCC(c2noc(COc3ccccc3F)n2)C1 (centres undefined)
 : -25%, 106%[activator], ?, 2, -6%, -37%, i
CC1=C(C(=O)OC(C)C)C(c2ccccc2Cl)CC(=O)N1Cc1c(F)cccc1F (centres undefined)
 : -2%, 25%, ?, -14, 6%, ?, -2%
COC1CCC12CCN(C(=O)c1ccccn1)CC2 (centres undefined)
 : 0%, ?, i, -10, 3%, i, 2%
CC(C)C[C@H]1NC(=O)[C@@H]2C[C@@H](NC(=O)CS(=O)(=O)c3ccccc3)CCN2C1=O
 : -5%[172 µM], 15%[87.6 µM], i, -6, 5%[87.6 µM], 5%[174 µM], i
O=C(Nc1cc(-c2ccncc2)nn1-c1ccccc1)c1ccc(F)cc1
 : ., -4%, ?, 6, -19%, ?, -7%
COCC(=O)N1CCN2C(=O)N(C3CCCCC3)C[C@H]2C1
 : 0%[172 µM], 9%[87.6 µM], 2%[172 µM], 2, -5%[87.6 µM], i, -3%[88.5 µM]
c1ccc(-c2cc(Cn3cc(-c4cncnc4)nn3)on2)nc1
 : 0%, 2%, i, 22, -3%, i, i[11.5 µM]
O=C(Cc1ccc(OC(F)(F)F)cc1)Nc1cccn2nc(C3CC3)nc12
 : 0%, 6%, ?, 2, -12%, ?, -20%
c1cnc2nc(C3CCN(C4CCCCC4)C3)[nH]c2c1 (centres undefined)
 : ., 81%[activator][87.6 µM], -5%[172 µM], 2, -13%[87.6 µM], i, -2%[88.5 µM]
CCNC(=O)Nc1ccc([C@@H](O)[C@H]2COCC(=O)N2Cc2ccccc2)cc1
 : -1%[172 µM], 4%[87.6 µM], i, -18, 3%[87.6 µM], i, ?
Cc1cc(Nc2ncnc3ccc(-c4ccc(CNCCS(C)(=O)=O)o4)cc23)ccc1Oc1ccn2ncnc2c1
 : ., -19%, ., -22, -30%&-18%, ., i
NC(=O)[C@H]1CCCCc2c1[nH]c1ccc(Cl)cc21
 : ., ., ., 4, -5%[23.9 µM], ., -12%[27.3 µM]
COc1cccc(C2Cn3nnc(-c4nc(-c5ccc(C)c(C)c5)no4)c3CO2)c1 (centres undefined)
 : -10%, -2%, -2%, 2, -4%, i, -8%
Cc1ccc(OCC(=O)NC2CCN(c3cc(-c4ccccc4)[nH]n3)CC2)cc1
 : -6%, 11%, -18%, 15, 4%, -31%, i
COc1ccc(C(=O)NC2CCN(c3cc(-c4cccs4)[nH]n3)CC2)cc1
 : 18µM*, 44%[activator], ?, 31, -10%, ?, -3%
CN(C)C[C@@H]1CN(Cc2ccncc2)C[C@H]1NC(=O)c1ccc(Cl)cc1
 : -15%, 7%, 40µM*, 8, ?, ?, -18%
O=C(NCC1CN(C(=O)NCc2ccc(F)cc2)CC12CCCCC2)C1CC1 (centres undefined)
 : ., -7%, -25%, 18, 6%, -47%, i
O=C(NCc1cccc(Cl)c1)c1ccc2nnc(C3CC3)n2c1
 : ., -5%[87.6 µM], -18%[172 µM], -13, 9%[87.6 µM], ?, i
CC(C)=CCc1ccc(Oc2c(O)cc(C)cc2CO)c(C(=O)O)c1O
 : ., ., ., -5, -11%, ., i
CCc1ccc(S(=O)(=O)c2cn(CC)c3cc(N4CCOCC4)c(F)cc3c2=O)cc1
 : ., 8%, ., 0, 9%, ., .
O=C(c1cccc(Cl)c1)N1CCC2(CC1)OCC(C(=O)N1CCCC1)N2C(=O)c1cccc(F)c1 (centres undefined)
 : -1%, 6%, ?, 24, ?, ?, i

Following part
SMILES,FLuc inh,SNCA expr inhib,HEK cytotox,IP6K1 inh,HEK293 viab,NIH3T3 tox,GPT2 inhibitor
COc1cc(C)ccc1OCCSc1nc2ccc(NC(C)=O)cc2s1,.,4%,.,3,?,.,.
CCCCN(CC)CCCNC(=O)c1cn(CC)c2ccc(S(=O)(=O)N3CCOCC3)cc2c1=O,.,-6%,.,6,-3%,.,.
CC(C)(C)n1ccc(C(=O)N2CCC3(CCC(=O)N(CCCO)C3)CC2)c1,6%,4%,-21%,15,-9%,-17%,i
COCC(C)NC(=O)c1cnn2c(C(F)F)cc(-c3ccccc3)nc12 (centres undefined),.,-18%,.,4,5%,.,.
CCc1cccc(C)c1Nc1c(-c2ccc(N3CCOCC3)cc2)nc2ncccn12,.,-20%,.,-4,9%,.,.
Cc1ccc(-c2nc3cccnc3s2)cc1NC(=O)Cc1ccccc1,.,48%[activator],.,-11,18%,.,.
COc1cc(Cl)c(C)cc1NC(=O)Cn1c2ncccc2c(=O)n1-c1ccccc1,.,16%,.,-10,13%,.,.
COCC(=O)NC1CCC12CCN(Cc1ccc(C)o1)CC2 (centres undefined),-7%,3%,?,-13,-10%,?,i
Cc1cccc(NC(=O)C2CCCN(S(=O)(=O)c3c(C)[nH]c(=O)[nH]c3=O)C2)c1C (centres undefined),.,22%,.,-7,24%,.,.
CCOc1ccc(CNC(=O)C2CCN(S(=O)(=O)c3ccc4c(ccn4C)c3)CC2)cc1,.,6%,.,1,21%,.,.
CCc1ccc(NC(=O)CCS(=O)(=O)c2ccc3c(c2)oc(=O)n3C)cc1,.,55%[activator],.,-6,-8%,.,.
N#Cc1ccccc1N1CCN(C(=O)CCc2nc3ccccc3[nH]2)CC1=O,-10%,-23%,0%,-2,-14%,-15%,?
O=C(NCc1ccc(F)cc1)C1CN(c2ccc(Cl)cc2)C(=O)N1 (centres undefined),-14%,56%[activator],-4%,4,22%,?,i
O=C(CN1C(=O)NC2(CCOCC2)C1=O)Nc1ccc2c(c1)OCCO2,45µM*,51%[activator],2%,19,?,1%,i
N#Cc1ccc(CN2CCC3(Cc4ccccc4CNC3=O)C2)cc1 (centres undefined),.,-14%,?,-11,-19%,-16%,2%
CCC(C)NC(=O)c1ccc2c(c1)N(Cc1ccccc1)C(=O)c1ccccc1S2(=O)=O (centres undefined),.,-5%,.,1,-5%,.,.

A second format for some results above:
Cc1ccc(-c2nc3cccnc3s2)cc1NC(=O)Cc1ccccc1
  FLuc inh = .
  SNCA expr inhib = 48%[activator]
  HEK cytotox = .
  IP6K1 inh = -11
  HEK293 viab = 18%
  NIH3T3 tox = .
  GPT2 inhibitor = .

N#Cc1ccc(CN2CCC3(Cc4ccccc4CNC3=O)C2)cc1 (centres undefined)
  FLuc inh = .
  SNCA expr inhib = -14%
  HEK cytotox = ?
  IP6K1 inh = -11
  HEK293 viab = -19%
  NIH3T3 tox = -16%
  GPT2 inhibitor = 2%

N#Cc1ccccc1N1CCN(C(=O)CCc2nc3ccccc3[nH]2)CC1=O
  FLuc inh = -10%
  SNCA expr inhib = -23%
  HEK cytotox = 0%
  IP6K1 inh = -2
  HEK293 viab = -14%
  NIH3T3 tox = -15%
  GPT2 inhibitor = ?

CCc1cccc(C)c1Nc1c(-c2ccc(N3CCOCC3)cc2)nc2ncccn12
  FLuc inh = .
  SNCA expr inhib = -20%
  HEK cytotox = .
  IP6K1 inh = -4
  HEK293 viab = 9%
  NIH3T3 tox = .
  GPT2 inhibitor = .
